Source: PubChem BioAssay
KLK7 zymogen act: activates the human kallikrein-7 zymogen. activation, % at 7 µM. AID 652039. purified proKLK7, EDANS-DABCYL substrate fluorescence; 100% is mature enzyme control, 0% vehicle. 370,000 tested, 0.9% active. P49862;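 active means activation above the mean of all tested compounds plus 3 SD, computed per campaign excluding outliers beyond control limits, cut at about 13% in these data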
Target sequence (P49862 whole entry, looked up): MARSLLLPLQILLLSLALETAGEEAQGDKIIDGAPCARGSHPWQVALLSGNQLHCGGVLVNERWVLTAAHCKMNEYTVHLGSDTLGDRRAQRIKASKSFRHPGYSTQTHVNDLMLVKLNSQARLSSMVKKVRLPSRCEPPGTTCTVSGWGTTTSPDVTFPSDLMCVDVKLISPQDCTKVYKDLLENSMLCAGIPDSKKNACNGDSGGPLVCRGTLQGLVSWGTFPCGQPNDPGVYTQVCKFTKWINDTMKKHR
HGIII-sPLA2 inh: Blocks human group III sPLA2 activity; Q9NZ20; QFRET BODIPY PC-A2 liposome hydrolysis, fluorescence; 370,000 tested, 0.56% active; inhibition, % at 12.2 µM;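 active means inhibition above mean plus 3 SD of compounds lying within the high and low control bounds, cut at about 19% in these data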;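 further: 0% = median of test compound wells and 100% = no enzyme DMSO wells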
PLC-gamma1 inh: inhibitors of human phospholipase C gamma1 | purified PLC-gamma1, fluorogenic substrate, fluorescence | inhibition, % at 12.2 µM | AID 720700 | 370,000 tested, 0.84% active; in the data active means inhibition above about 9.5%
DDE Tn6 FP inh: DD(E)-Tn6 binding inhibition, primary FP screen; P02675; Fibrin DD(E) TRITC-Tn6 fluorescence polarization displacement; inhibition, % at 8.3 µM; 370,000 tested, 0.21% active; AID 720509;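 active means inhibition above a per-campaign cutoff: mean of compounds within control limits plus 3 SD, cut at about 15% in these data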;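 further: 0% = median of all compound wells on the plate and 100% = blocking peptide control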
Target sequence (P02675 whole entry, looked up): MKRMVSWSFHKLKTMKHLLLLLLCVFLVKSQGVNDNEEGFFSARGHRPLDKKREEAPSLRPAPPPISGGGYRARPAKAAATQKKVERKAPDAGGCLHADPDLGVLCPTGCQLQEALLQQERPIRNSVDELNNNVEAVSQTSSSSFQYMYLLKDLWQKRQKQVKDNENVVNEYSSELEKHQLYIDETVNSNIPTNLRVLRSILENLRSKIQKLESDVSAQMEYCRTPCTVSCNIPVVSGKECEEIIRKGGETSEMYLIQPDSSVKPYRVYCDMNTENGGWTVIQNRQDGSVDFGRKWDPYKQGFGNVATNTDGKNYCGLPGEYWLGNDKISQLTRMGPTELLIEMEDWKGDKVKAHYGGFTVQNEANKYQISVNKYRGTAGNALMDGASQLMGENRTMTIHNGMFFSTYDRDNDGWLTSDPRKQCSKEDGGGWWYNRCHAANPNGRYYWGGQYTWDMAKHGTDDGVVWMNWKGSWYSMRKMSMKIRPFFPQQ
NR1D1 modulator: Rev-erb alpha (human) modulation. P20393. Rev-erbα–FITC-DNA binding, fluorescence polarization, 90 min. activity, % at 10 µM. 370,000 tested, 0.79% active. AID 1259318;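 active means activity above about 14%, limit read from the data; passing the limit was not always enough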;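 further: 0% = DMSO wells with 35 nM protein and 100% = DMSO wells with 750 nM protein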
ASAP1 inh: blocks human ASAP1-stimulated Arf1 GTP hydrolysis; Q9ULH1; GDP FP detection; inhibition, % at 16.5 µM; 360,000 tested, 0.19% active; in the data active means inhibition above about 25%;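 further: 0% = vehicle with enzyme and substrate and 100% = no enzyme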
ARFGAP1 inh: inhibitors of rat ARFGAP1 | Q62848 | Arfgap1-stimulated ARF1 GTP hydrolysis, GDP FP detection | inhibition, % at 16.5 µM | 360,000 tested, 0.26% active;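 active means inhibition above a per-plate limit, mean inhibition of low control wells plus 3 SD, cut at about 25% in these data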;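 further: 0% = DMSO wells with enzyme and 100% = wells lacking Arfgap1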
Target sequence (Q62848 1-136 limits assumed): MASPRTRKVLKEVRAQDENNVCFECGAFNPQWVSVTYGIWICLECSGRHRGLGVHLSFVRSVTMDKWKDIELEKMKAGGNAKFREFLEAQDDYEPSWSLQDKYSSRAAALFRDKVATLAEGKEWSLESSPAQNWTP
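Material: rat Arfgap1 catalytic domain, aa 1-136; also added: human ARF1(Δ1-17)-GTP substrate; compound dosing: one concentration, 16.5 µM, DMSO 1.26%; incubation: GTP hydrolysis reaction 2 h at 25 °C; measured by: Tracer-displacement fluorescence polarization with EDTA stop, 620/688 nm; evaluation: % inhibition from polarization; repeats: one replicate per compound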
PLC-beta3 inh: inhibitors of human phospholipase C beta3; Q01970; Purified PLC-beta3, fluorogenic substrate, fluorescence; inhibition, % at 12.2 µM; 370,000 tested, 0.18% active; AID 720704; in the data active means inhibition above about 11%;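 further: 0% = median of compound wells on plate and 100% = full blocker control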
UHRF1 binding: blocks human UHRF1 binding to methylated DNA; UHRF1 binding to methylated oligo, TR-FRET; inhibition, % at 4.4 µM; 370,000 tested, 0.75% active; in the data active means inhibition above about 21%;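 further: UHRF1 SRA domain binding a hemimethylated CpG hairpin DNA probe; 0% = median of test compound wells and 100% = reference inhibitor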
Tn7 DDE FP: inhibitors of Tn7 peptide binding to human fibrin DD(E) | 370,000 tested, 0.13% active | FP displacement of FITC-Tn7 peptide from fibrin DD(E); 0% = median of compound wells per plate | inhibition, % at 8.3 µM | P02675;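 active means inhibition above the mean of compounds falling within the control limits plus 3 SD of them, cut at about 14% in these data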;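 further: 0% = plate median of compound wells and 100% = 10 µM Aha-Tn7 peptide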
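Assay system: human fibrin DD(E) protein / Input: 2 µM fibrin DD(E) / Benchmarks: high control of 10 µM Aha-Tn7 peptide / Measured by: fluorescence polarization of the labelled Tn7 tracer / Medium: Tris buffer with calcium and detergent, pH 7.8 / Timing: 10 min compound pre-incubation, 3 h probe incubation at room temperature / Repeats: one replicate per compound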
* marks the source's active call; other numbers are inactive results; i = inactive.

Each structure is followed by: KLK7 zymogen act	HGIII-sPLA2 inh	PLC-gamma1 inh	DDE Tn6 FP inh	NR1D1 modulator	ASAP1 inh	ARFGAP1 inh	PLC-beta3 inh	UHRF1 binding	Tn7 DDE FP
1) COc1ccc(S(=O)(=O)NC(C(=O)NCCc2ccccn2)C(C)C)cc1 (stereo not given)
 : -0.4	3.5	0.1	1.7	4.1	6.2	14.5	-5.8	-0.4	-6.3
2) O=C(Nc1cccc(C(F)(F)F)c1)c1ccc(-n2cncn2)nc1
 : -0.4	6.6	2.6	-2.4	-4.6	8.8	-2.6	0.4	-0.7	4.4
3) CC(C)Oc1ccc(S(=O)(=O)N2CCOCC2)cc1NC(=O)C1CCCC1
 : -0.2	0.2	0.0	10.5	0.4	-0.7	-4.0	-6.7	0.9	5.3
4) CC(=O)Nc1nonc1-c1nc2ccccc2n1Cc1ccccn1
 : -0.3	3.3	-18.0	1.1	3.2	17.3	-3.7	-27.9	54.5*	-5.3
5) COc1ccccc1C(=O)NNC(=O)c1cccc(C)c1
 : -0.3	-1.2	-0.7	-1.5	1.8	12.8	-0.5	-2.6	0.8	10.9
6) CCCc1nc(N)nc2c1C(=O)CC(C)(C)C2
 : -0.5	5.9	-2.1	1.6	-3.2	-1.1	-5.9	0.9	1.4	2.4
7) O=C(Nc1cccc(S(=O)(=O)N2CCCC2)c1)c1cc(S(=O)(=O)N2CCOCC2)ccc1F
 : -0.7	-10.6	-7.8	10.6	-6.4	-1.2	2.3	3.0	0.5	0.5
8) CCOC(=O)c1ccc(NC(=O)C(C)NS(=O)(=O)c2ccc(OC)cc2)cc1 (stereo not given)
 : -0.1	-7.3	-0.8	-2.3	1.8	-4.2	4.8	0.2	-2.7	-6.2
9) Cc1cc(C)cc(-n2cc(C(=O)O)c(=O)cc2C)c1
 : -0.2	1.6	0.5	-1.4	11.4	9.1	6.0	1.5	12.6	-2.6
10) Cc1cccc(NC(=S)N(CCN(C)C)Cc2cccs2)c1
 : 0.1	1.9	0.4	-3.3	-4.9	14.0	2.4	-3.1	-0.2	2.4
11) CCCN1C2CCCC1CC(NC(=O)c1ccccc1)C2 (stereo not given)
 : 0.2	-0.9	-0.9	2.5	0.0	9.0	-4.1	1.3	-3.0	-3.7
12) O=C(Nc1ccc(Cl)cn1)Nc1ccccc1F
 : 0.2	-2.9	3.8	-4.9	-4.0	17.4	-1.8	3.1	-0.4	-4.5
13) Cc1cc(C)nc(NS(=O)(=O)c2ccc(NC(=O)c3ccccc3C)cc2)n1
 : -0.2	10.8	-1.8	1.1	-0.8	5.5	-0.8	-8.0	6.7	7.4
14) CC1(C(=O)NS(=O)(=O)c2cccc(F)c2)CCN1C(=O)CC1CCCC1 (stereo not given)
 : -0.9	4.6	-0.7	4.9	2.6	-5.5	10.0	2.3	1.2	0.0
15) O=C(CSc1nc2ccccc2[nH]1)Nc1ccccc1N1CCOCC1
 : 0.6	-9.6	10.1*	2.4	-2.1	20.3	13.7	4.6	2.1	-0.4
16) Cc1ccccc1S(=O)(=O)Cc1ccc(C(=O)NC2CCCCC2)o1
 : -0.6	-2.2	-5.7	-1.5	-1.9	-13.3	-8.2	-4.1	-1.6	6.1
17) CCc1nc2c(OCc3c(C)noc3C)cccn2c1N(C=O)Cc1ccccc1
 : 0.5	1.3	-1.8	-3.0	-3.5	-3.7	18.2	0.8	0.4	-3.5
18) O=C(/C=C/c1ccc(OC(F)F)cc1)OCC(=O)N1CCc2ccccc21
 : 0.0	9.1	1.5	-4.0	-1.8	-3.5	-7.3	-4.0	5.9	3.5
19) Clc1ccc(CSc2nnc(-c3ccccn3)n2Cc2ccco2)cc1Cl
 : 0.2	2.5	-1.3	-13.2	0.6	11.1	7.6	-4.0	1.4	0.8
20) O=C(c1cccc(Oc2ccccc2)c1)N1CCN(c2ccccn2)CC1
 : 0.7	-2.7	-1.6	2.2	2.4	14.4	0.9	0.1	-0.3	-0.3
21) COc1ccc2[nH]c(=O)c(CN(C)C(=O)C3CCCCC3)cc2c1
 : 3.2	-0.7	-34.0	0.6	3.2	6.7	0.5	-33.2	0.2	-5.8
22) N#CCSc1nnc(-c2cnccn2)n1Cc1ccccc1
 : 0.1	5.0	-0.2	-0.2	-2.6	0.6	5.2	-4.2	3.3	-6.6
23) O=C(C1CCCCC1)N1C[C@@H](O)[C@H](n2cc(C3CC3)nn2)C[C@@H]1c1ccc(Cl)cc1
 : -0.3	8.6	-1.0	-3.6	4.4	1.1	0.8	-3.8	0.8	12.6
24) CCN(c1ccccc1)S(=O)(=O)c1ccc2[nH]cc(C(=O)N3CCOCC3)c(=O)c2c1
 : -8.7	6.6	-5.2	-3.3	-5.6	-4.6	11.2	-3.8	5.2	1.0
25) Cc1nc2ccccc2c(=O)n1/N=C/c1ccccn1
 : 0.4	-0.2	-0.6	-2.0	5.7	-0.7	-3.7	0.8	1.5	0.4
26) O=C(c1ccc2oc(CCCc3ccccc3)nc2c1)N1CCCC1
 : 0.3	-14.2	2.5	3.3	-6.6	-1.1	-1.0	-11.4	0.4	3.6
27) O=C(CN1C(=O)C2CC=CCC2C1=O)OCC(=O)c1ccc(Cl)c([N+](=O)[O-])c1 (stereo not given)
 : -0.6	-1.8	-0.7	1.4	3.6	-5.6	-2.5	-7.7	0.4	1.8
28) CC(=O)Oc1ccc(C(=O)Nc2cccnc2)cc1
 : -0.1	-0.8	6.1	-6.3	-6.2	10.9	9.8	-4.4	1.1	-4.3
29) Cn1cc(C(=O)N2CCN(c3cccc(Cl)c3)CC2)c(=O)c2cc(S(=O)(=O)N3CCOCC3)ccc21
 : -0.1	2.8	-1.9	8.8	-5.0	6.3	8.2	-4.1	-0.8	5.5
30) CN(CCc1ccccn1)C(=O)CCC1CCCN(C(=O)c2ccccn2)C1 (stereo not given)
 : 0.5	4.2	1.2	8.1	1.0	-2.2	-8.3	-7.6	-1.4	2.0
31) CC12CN3CCN(CC(C3)/C1=N\NC(=O)c1ccccc1N)C2
 : 0.0	1.0	-13.2	4.7	-2.8	1.1	-8.2	-31.1	0.3	-3.1
32) Cc1cc(N)n(-c2ccc(S(N)(=O)=O)cc2[N+](=O)[O-])n1
 : -0.1	3.7	0.5	7.8	0.6	10.6	-1.4	0.5	11.3	7.1
33) O=C(/C=C/c1c(F)cccc1Cl)NCc1ccco1
 : 0.1	0.7	0.8	0.3	6.1	-6.6	-0.1	-0.7	2.1	4.5
34) O=C(OCCCN=C1NS(=O)(=O)c2ccccc21)c1ccccc1
 : -0.6	7.4	1.6	1.5	2.7	-6.1	1.0	-6.0	2.8	1.0
35) O=C1[C@H]2[C@@H](c3ccc(F)cc3)N3C(=O)N(c4cccc(Br)c4)C(=O)[C@@]3(Cc3ccccc3)[C@H]2C(=O)N1C1CCCCC1
 : 0.9	-3.9	4.9	-8.4	0.8	2.0	-6.3	7.0	-5.6	-5.5
36) COc1ccc(COc2cc(-c3cccc(OC)c3)nc3ccc(NC(C)=O)cc23)cc1
 : 17.9*	4.9	i	-0.1	-9.3	0.2	4.2	i	-1.3	7.2
37) NC(=O)CC(NC(=O)Cc1cccc2ccccc12)c1ccc(NCCN2CCCC2)c([N+](=O)[O-])c1 (stereo not given)
 : 0.2	12.7	5.8	-5.9	5.9	5.9	2.5	2.0	-6.7	1.5
38) COc1ccc(S(=O)(=O)NCc2c(-c3ccccc3)noc2C)c(OC)c1
 : -0.4	-3.0	8.0	2.6	0.8	-6.2	-18.6	6.7	5.5	-4.5
39) COc1ccc(CN2CCN(Cc3c[nH]c4ccccc34)CC2)cc1
 : -0.6	-19.9	-0.7	10.3	1.9	14.5	-5.1	-5.7	-1.1	4.9
40) O=C(c1cnn2c1NC(c1ccc(Br)cc1)CC2C(F)(F)F)N1CCN(C23CC4CC(CC(C4)C2)C3)CC1 (stereo not given)
 : 0.2	-11.1	-6.3	5.3	-4.7	1.8	2.4	-5.0	-2.0	3.6

Entries of single compounds from above.
COc1ccc2[nH]c(=O)c(CN(C)C(=O)C3CCCCC3)cc2c1 is listed as KLK7 zymogen act = 3.2; HGIII-sPLA2 inh = -0.7; PLC-gamma1 inh = -34.0; DDE Tn6 FP inh = 0.6; NR1D1 modulator = 3.2; ASAP1 inh = 6.7; ARFGAP1 inh = 0.5; PLC-beta3 inh = -33.2; UHRF1 binding = 0.2; Tn7 DDE FP = -5.8
O=C(c1ccc2oc(CCCc3ccccc3)nc2c1)N1CCCC1 is listed as KLK7 zymogen act = 0.3; HGIII-sPLA2 inh = -14.2; PLC-gamma1 inh = 2.5; DDE Tn6 FP inh = 3.3; NR1D1 modulator = -6.6; ASAP1 inh = -1.1; ARFGAP1 inh = -1.0; PLC-beta3 inh = -11.4; UHRF1 binding = 0.4; Tn7 DDE FP = 3.6
CC12CN3CCN(CC(C3)/C1=N\NC(=O)c1ccccc1N)C2 is listed as KLK7 zymogen act = 0.0; HGIII-sPLA2 inh = 1.0; PLC-gamma1 inh = -13.2; DDE Tn6 FP inh = 4.7; NR1D1 modulator = -2.8; ASAP1 inh = 1.1; ARFGAP1 inh = -8.2; PLC-beta3 inh = -31.1; UHRF1 binding = 0.3; Tn7 DDE FP = -3.1
